12-hLO inh: qHTS Assay for Inhibitors of 12-hLO (12-human lipoxygenase); AID 1452, 2008; purified 12-hLO, xylenol orange hydroperoxide absorbance; Potency, µM (highest dose often 57.1 µM), inactives show top-dose activity change, negative = inhibition, usual class: inhibitors; Polyunsaturated fatty acid lipoxygenase ALOX12 (Homo sapiens), P18054; 150,000 tested, 0.12% active; further: potency means the concentration at half of the fitted maximal effect; nearly all actives have a fitted effect of over 55% in size; many of its hits are not listed in these tables
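150 nM 12hLO, 25 mM Hepes pH 7.0 + 0.01% Triton X-100; cpd preinc 15 min RT; 40 uM arachidonic acid, 30 min RT; Fe-XO 30 min; A573/A405 ratio as read-out.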
PNC assembly inh: High Content Assay for Compounds that inhibit the Assembly of the Perinucleolar Compartment; PC3M PTB-GFP, PNC prevalence imaging, 16 h; active compounds read low; activity change (PNC), negative = inhibition, % at 10 µM; 140,000 tested, 3.1% active;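 active means readout at or below -70, meaning at least 70% loss of cells showing the perinucleolar compartment, a nuclear body marking cancer cells; inconclusive means readout between -30 and a set limit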;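 further: plate controls were DMSO wells for no effect and camptothecin positive control wells for full effect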
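PC3M cells stably expressing PTB-GFP, 750–1000 cells/well, treated 16 h at 37 °C with compound (23 nl of library stock), in duplicate. After paraformaldehyde fixation and Hoechst stain, imaged at 20x; PNC prevalence scored by image analysis.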
15-hLO-2 inh: qHTS Assay for Inhibitors of 15-hLO-2 (15-human lipoxygenase 2). purified 15hLO-2, xylenol orange hydroperoxide absorbance. Polyunsaturated fatty acid lipoxygenase ALOX15B (Homo sapiens), O15296. Potency, µM (doses to about 57.1 µM), for the others: at the highest dose activity change, negative = inhibition, most hits filed as inhibitors. 110,000 tested, 0.56% active. AID 881, 2007; further: potency means the concentration at half of the fitted maximal effect; nearly all actives have a fitted effect of over 60% in size; many of its hits are not listed in these tables
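Enzyme 50 nM, AA 45 uM, 25 mM Hepes pH 7.5 + 0.01% Triton X-100; cpd preinc 15 min RT, rxn 90 min RT; stop/detect with 200 uM XO + 300 uM Fe(II) in 50 mM H2SO4, 30 min; A573/A405.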
IMPase inh: qHTS Assay for Identifying the Cell-Membrane Permeable IMPase Inhibitors | inhibition (IP1 accumulation), % at 46.1 µM | CHO-M1 cells, IP1 accumulation, HTRF TR-FRET ratio | AID 901, 2007 | 120,000 tested, under 10 active; active means well fitted curve in the direction sought with a large enough effect in the signal ratio, not every such curve was filed as active; inconclusive means small, poorly fitted or top-dose-only effect, or a change in a side signal; inactive means no such curve, though single readings can be large or run the other way; the % refers to the signal ratio;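 further: cells stimulated with carbachol in lithium chloride buffer; plate controls were DMSO basal wells for no effect and reference inhibitor wells for full effect; higher means more IMPase inhibition seen as more IP1 and lower FRET ratio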
Target sequence (P97697 whole entry, looked up): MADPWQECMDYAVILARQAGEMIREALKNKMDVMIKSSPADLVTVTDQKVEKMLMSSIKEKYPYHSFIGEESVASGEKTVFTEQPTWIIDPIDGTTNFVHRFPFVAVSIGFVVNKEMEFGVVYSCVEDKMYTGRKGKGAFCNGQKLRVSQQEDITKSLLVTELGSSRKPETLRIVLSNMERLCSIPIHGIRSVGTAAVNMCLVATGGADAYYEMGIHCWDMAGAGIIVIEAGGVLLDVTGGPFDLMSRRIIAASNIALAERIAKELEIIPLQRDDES
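Carbachol-driven Gq signalling in CHO-M1 cells (2000/well) generates IP1. Compounds that block IMPase raise IP1 and so reduce the FRET signal from Eu-anti-IP1 and d2-IP1 after a 10 min room-temperature lysis.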
* marks the source's active call; other numbers are inactive results; u = inconclusive; x = no result given; [ ] = another dose, or the depositor's remark. Unless noted, the call rests on the fitted dose curve; in most records, active means well fitted curve in the direction sought with a large enough effect; inconclusive means small, poorly fitted or top-dose-only effect, or another doubt; inactive means no such curve, though single readings can be large; an effect the other way counts as inactive or inconclusive. Unless noted, on the % scale 0 is the no-effect control and ±100 the full control effect.

12-hLO inh	PNC assembly inh	15-hLO-2 inh	IMPase inh	mol
4.3%	-12.1	x	-3.9	CCCCc1[nH]c(=O)c(C#N)c2c1CCCC2
5.7%[11.4 µM]	x	-1.0%[11.4 µM]	x	c1ccc([C@H](c2cccc3c2ccc2ccccc23)[C@H](c2ccccc2)c2cccc3c2ccc2ccccc23)cc1
-9.6%	-21.8	-6.4%	-1.8	COc1ccccc1-c1cc(-c2cc(Cl)ccc2O)n[nH]1
4.3%	62.8	x	x	Cc1cccc(Nc2nnc(SC/C(O)=C(\C#N)c3nc4ccccc4[nH]3)s2)c1C
-5.7%	21.8	-1.1%	2.8	CCCCCCOC(=O)C(C#N)c1nc2ccccc2nc1N1CCN(CC)CC1 (stereo not given)
-1.6%	21.6	x	0.0	CCn1c(SCC(=O)NNC(=S)Nc2ccc(C)cc2)nnc1-c1ccc(Cl)cc1
-7.9%	26.7	-5.9%	12.9	Cc1cccc(CN(C)CCc2ccccn2)c1
-4.7%	u	0.1%	2.3	CS(=O)(=O)N1CCC(C(=O)Nc2ccccc2F)CC1
2.2%	13.8	18.8%	-3.3	c1cncc(Nc2nc(-c3ccncc3)cs2)c1
1.5%	u	0.0%	3.1	O=C1c2ccccc2C2(c3ccccc3)NCCN12 (stereo not given)
-15.6%	u	x	x	O=C(c1cnn(C(=O)COc2ccc(Cl)cc2)c1)c1ccccc1O
-1.4%	-21.1	x	-17.3	CCn1c(=O)c(C(=O)Nc2ccsc2C(=O)OC)c(O)c2ccccc21
-1.0%	-9.9	x	x	COc1ccc(/C=C/C(=O)Nc2cccc(C(C)=O)c2)cc1
0.9%	35.1	-7.1%	-2.9	CCN(CC)c1ccc(NC(=O)COC(=O)c2ccc3ccccc3n2)cc1
-20.6%	6.0	-1.4%	2.7	Cc1ccccc1NS(=O)(=O)c1ccc2[nH]cc(C(=O)N(C)Cc3ccco3)c(=O)c2c1
-0.7%	32.8	x	-6.5	CC(=O)NC(Cc1cccc(C)c1)C(=O)NC1CCN(c2ncccc2[N+](=O)[O-])CC1 (stereo not given)
-1.6%	11.0	x	-0.9	CCCn1c(C)cc(/C=C(\C#N)C(=O)OCC(=O)Nc2cc(OC)c(OC)c(OC)c2)c1C
-5.4%[0.00818 µM]	x	-17.8%[0.0915 µM]	x	CC[C@@H]1C(c2cccc(C)c2)=NN(c2ccccc2)[C@H]1C(=O)N1CCOC1=O
8.8%	24.1	0.0%	-8.8	COC(=O)C(CCSC)NC(=O)C12CC3CC(CC(C3)C1)C2 (stereo not given)
-2.6%	u	-0.9%	5.6	O=C(CN1C(=O)NC2(CCCc3ccccc32)C1=O)NCc1ccco1 (stereo not given)

Seven consecutive compounds out of the list so far, quoted:
12-hLO inh	PNC assembly inh	15-hLO-2 inh	IMPase inh	mol
4.3%	-12.1	x	-3.9	CCCCc1[nH]c(=O)c(C#N)c2c1CCCC2
5.7%[11.4 µM]	x	-1.0%[11.4 µM]	x	c1ccc([C@H](c2cccc3c2ccc2ccccc23)[C@H](c2ccccc2)c2cccc3c2ccc2ccccc23)cc1
-9.6%	-21.8	-6.4%	-1.8	COc1ccccc1-c1cc(-c2cc(Cl)ccc2O)n[nH]1
4.3%	62.8	x	x	Cc1cccc(Nc2nnc(SC/C(O)=C(\C#N)c3nc4ccccc4[nH]3)s2)c1C
-5.7%	21.8	-1.1%	2.8	CCCCCCOC(=O)C(C#N)c1nc2ccccc2nc1N1CCN(CC)CC1 (stereo not given)
-1.6%	21.6	x	0.0	CCn1c(SCC(=O)NNC(=S)Nc2ccc(C)cc2)nnc1-c1ccc(Cl)cc1
-7.9%	26.7	-5.9%	12.9	Cc1cccc(CN(C)CCc2ccccn2)c1

Individual results from the results shown.
For PNC assembly inh, `Cc1cccc(CN(C)CCc2ccccn2)c1` has the entry 26.7
For IMPase inh, `c1cncc(Nc2nc(-c3ccncc3)cs2)c1` has the entry -3.3
For 15-hLO-2 inh, `COC(=O)C(CCSC)NC(=O)C12CC3CC(CC(C3)C1)C2` (stereo not given) has the entry 0.0%

(continued)
12-hLO inh	PNC assembly inh	15-hLO-2 inh	IMPase inh	mol
-1.1%	6.9	x	x	O=C(CC(=O)c1ccccc1)Nc1cccnc1
-0.9%	5.2	x	x	O=C(OCc1nc2ccc(Cl)cc2n1CCO)c1ccccc1
0.2%	22.1	0.6%	4.3	CCCC(=O)Nc1ccc(Cl)c(NC(=O)c2cccnc2Cl)c1
-4.7%	5.7	x	x	CC(=O)N1N=C(c2c(-c3ccccc3)c3cc(C)ccc3[nH]c2=O)CC1c1ccco1 (stereo not given)
2.6%	-1.8	x	u	CCc1ccc(C(C)NC(=O)Cn2cnc3c(=O)n(C)c(=O)n(C)c32)cc1 (stereo not given)
-4.6%	29.9	x	x	COC(=O)c1sc(N)c(C(=O)OC)c1COC(=O)CNS(=O)(=O)c1ccc(C)c(C)c1
-1.8%	20.2	x	-15.8	O=C(COC(=O)CSc1ccc2ccccc2c1)NC1CCCC1
1.4%	16.7	-1.7%	1.3	CCOCC(=O)Nc1nnc(COC)s1
-4.5%	-18.9	9.9%	11.6	CC1(C)CC(C#N)(N2CCOCC2)CCO1 (stereo not given)
2.6%	u	7.3%	-4.3	CCc1cc2c(CN3CCN(CC)CC3)cc(=O)oc2cc1O
3.6%	11.1	2.2%	-10.5	O=C(c1ccc2nc(N3CCOCC3)sc2c1)N1CCN(C(=O)c2ccco2)CC1
3.0%	-118.3*	0.2%	1.1	CC1(C)CC(NC(=O)C23CCC(C)(/C(=N/O)C2)C3(C)C)CC(C)(C)N1 (stereo not given)
-14.8%	u	1.5%[2.29 µM]	10.6	O=C(NCc1ccccn1)c1ccc2nc(-c3ccco3)c(-c3ccco3)nc2c1
0.8%	u	-6.4%	-1.5	O=C(O)C1CC(=O)N(Cc2cccs2)C1 (stereo not given)
-2.0%	44.5	-12.4%	-13.2	CCOC(=O)N1CCN(C(=O)c2cc(-c3ccc(F)cc3)[nH]c2C)CC1
-13.7%	2.3	-22.0%	-0.6	S=C(NCc1cccs1)Nc1cccc(Cl)c1
-6.0%	29.0	3.3%	1.5	CCOC(=O)c1ccc(Nc2ncnc3ccc(C)cc23)cc1
2.5%[11.4 µM]	x	15.6%[11.4 µM]	x	O=C(O)C/C=C\CC(=O)O
-7.8%	38.7	x	x	Cc1cc(/C=C2/SC(=S)N(c3ccc([N+](=O)[O-])cc3)C2=O)c(C)n1-c1cccnc1
-7.7%	15.8	9.1%	1.9	CCC(C)N1C(=O)/C(=C/c2c(NCCCOC(C)C)nc3c(C)cccn3c2=O)SC1=S (stereo not given)

Reformatted as comma-separated lines: part of the list above
mol,12-hLO inh,PNC assembly inh,15-hLO-2 inh,IMPase inh
CCOCC(=O)Nc1nnc(COC)s1,1.4%,16.7,-1.7%,1.3
CC1(C)CC(C#N)(N2CCOCC2)CCO1 (stereo not given),-4.5%,-18.9,9.9%,11.6

The listing continues.
12-hLO inh	PNC assembly inh	15-hLO-2 inh	IMPase inh	mol
-2.5%	35.8	39.6%[activator]	1.7	Cc1nn(Cc2ccc(Cl)cc2)c(C)c1NC(=O)c1cc(-c2ccc3c(c2)OCO3)on1
3.4%	22.6	x	x	CCOC(=O)/C(=N\O)C1=NC(C)(C)Cc2ccccc21
-12.5%	u	-2.1%	u	CCOCC(O)CSCc1ccc(Cl)cc1 (stereo not given)
-5.4%	43.1	x	u	COc1ccc(NC(=O)C(C/C=C(/C)Cl)C(C)=O)cc1 (stereo not given)
u	65.4	9.9%	4.6	O=C1CC(=O)N(Cc2ccco2)C(=S)N1
1.6%	-6.0	x	8.5	CCCCOc1ccc(C(C)NC(=O)CCS(=O)(=O)Cc2ccc(Cl)cc2)cc1 (stereo not given)
-3.5%	-26.6	x	x	O=C(CCCc1nc2ccccc2s1)N1CCN(c2ccccc2)CC1
7.1%	-24.8	-6.2%	-7.6	CCc1cccc2c(C=C(C#N)C#N)cn(CC(=O)N3CCCCC3)c12
-3.1%	7.2	u	-5.7	O=C(CSc1nnc(SCc2cccc3ccccc23)s1)c1ccc2c(c1)OCO2
-8.0%	-17.5	1.3%	-6.1	Cc1[nH]c2ccccc2c1C1=CN2CCS(=O)(=O)N=C2S1
3.8%	34.7	32.4%[activator]	14.6	CCN1CCN(Cc2ccc(OCc3ccccc3)cc2)CC1
6.5%	56.4	-16.4%	9.2	COc1ccc(N2C(=O)CSC23C(=O)N2c4c(cccc43)C(C)=CC2(C)C)cc1 (stereo not given)

Of the compounds above, 2 contain a COOH group.
12-hLO inh	PNC assembly inh	15-hLO-2 inh	IMPase inh	mol
0.8%	u	-6.4%	-1.5	O=C(O)C1CC(=O)N(Cc2cccs2)C1 (stereo not given)
2.5%[11.4 µM]	x	15.6%[11.4 µM]	x	O=C(O)C/C=C\CC(=O)O

Bioassay records deposited in PubChem by National Center for Advancing Translational Sciences (NCATS).

This is a subset; the hit share may differ from the screen's.
